# Source: PubChem (National Center for Advancing Translational Sciences (NCATS))
# D2 PAM – HTS Assay for Positive Allosteric Modulators of the Human D2 Dopamine Receptor: Primary Screen for Potentiators | 340,000 tested, 0.34% active | D(2) dopamine receptor (Homo sapiens), P14416 | potentiation, % at 10 µM | HEK293 T-REx D2, calcium flux, EC20 dopamine potentiation;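 active = potentiation over 3 SD above the plate norm, cut at about 30% in these data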; note: 0% is about no effect
#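 Potentiation of an EC20 dopamine calcium response measured kinetically over 180 s, after a preceding 180 s compound-only read flagging agonists. Cells: inducible Hek293 Trex D2 line, 4000/well, cultured overnight at 30 C before dye loading.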
# LDHA inh – qHTS assay for inhibitors of human lactate dehydrogenase | L-lactate dehydrogenase A chain (Homo sapiens), P00338 | purified LDHA, NADH/diaphorase-resazurin fluorescence; active compounds read low | activity change, % (values are at about 110 or 230 µM) | 480,000 tested, 0.15% active; in the data active = activity change below about -30%; inconclusive = mostly about -25% to -30%;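 note: plate controls were DMSO wells for no effect and wells without enzyme for full effect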
#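 Human LDH5 (2 nM) was incubated with 0.06 mM NADH and 0.2 mM pyruvate for 5 min at room temperature in Tris pH 7.4. Remaining NADH was coupled through diaphorase/resazurin, and resorufin fluorescence was read at 0 and 20 min.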
# Vif-A3G inh – qHTS for Inhibitors of Vif-A3G Interactions: qHTS. HeLa A3G-eYFP + Vif (tagged APOBEC3G with the HIV-1 protein that degrades it), YFP fluorescence, overnight. Potency, µM (series often up to 46.1 µM), without a hit: top-dose activity, negative = active, most hits filed as inhibitors. 410,000 tested, 0.076% active. AID 602310, 2012;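 note: potency is the fitted concentration of half-maximal effect; % is set by controls: 0 for no effect and ±100 for the full control effect; nearly all actives have a fitted effect of over 60% in size; hits raise eYFP signal because A3G escapes Vif-driven loss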
# Target sequence (Q9HC16 whole entry, looked up): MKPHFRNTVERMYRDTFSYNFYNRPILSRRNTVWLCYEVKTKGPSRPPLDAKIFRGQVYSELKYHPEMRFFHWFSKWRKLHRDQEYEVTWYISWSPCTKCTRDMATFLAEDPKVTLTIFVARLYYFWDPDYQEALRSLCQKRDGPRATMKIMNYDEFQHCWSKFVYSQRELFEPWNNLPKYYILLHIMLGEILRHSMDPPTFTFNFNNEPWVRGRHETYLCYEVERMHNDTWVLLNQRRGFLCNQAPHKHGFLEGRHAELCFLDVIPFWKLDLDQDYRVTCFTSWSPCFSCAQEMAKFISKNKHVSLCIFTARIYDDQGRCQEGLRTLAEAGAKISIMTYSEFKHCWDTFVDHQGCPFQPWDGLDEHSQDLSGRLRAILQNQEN
#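 Read-out is eYFP fluorescence (Ex 488/Em 500-530) from Vif-expressing HeLa A3G-eYFP cells; more signal means A3G escaped Vif-mediated degradation. Cells plated overnight, compound pinned in, incubated overnight at 37 deg C.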
# D1 agonist – Allosteric Agonists of the Human D1 Dopamine Receptor: qHTS; D(1A) dopamine receptor (Homo sapiens), P21728; HEK293 T-REx D1 cells, calcium flux, agonist mode; activation, % at 2 µM; 360,000 tested, 1% active; AID 504660, 2011; in the data active = activation above about 30%; note: 0% is about no effect
# Target sequence (P21728 whole entry, looked up): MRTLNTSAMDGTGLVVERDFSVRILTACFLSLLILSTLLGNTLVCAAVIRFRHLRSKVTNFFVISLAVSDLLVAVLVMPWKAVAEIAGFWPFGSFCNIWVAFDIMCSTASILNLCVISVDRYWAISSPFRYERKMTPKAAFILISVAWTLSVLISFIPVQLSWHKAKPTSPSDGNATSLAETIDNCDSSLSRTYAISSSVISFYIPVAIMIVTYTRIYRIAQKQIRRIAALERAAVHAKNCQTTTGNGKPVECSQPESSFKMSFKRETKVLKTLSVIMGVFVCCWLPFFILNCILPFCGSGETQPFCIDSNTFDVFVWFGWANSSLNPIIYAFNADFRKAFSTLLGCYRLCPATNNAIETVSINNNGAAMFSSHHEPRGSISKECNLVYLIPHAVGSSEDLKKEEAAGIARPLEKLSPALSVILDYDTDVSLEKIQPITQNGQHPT
#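 Inducible HEK293 T-REx D1 cells, force-coupled to calcium signalling, were plated at 4000 cells/well with tetracycline and held overnight at 30 C. After no-wash calcium dye loading, compound-evoked calcium rise over 180 s flagged agonists.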
# D1 antagonist – Antagonist of Human D 1 Dopamine Receptor: qHTS | activity change, negative = inhibition, % at 10 µM | D(1A) dopamine receptor (Homo sapiens), P21728 | HEK293 TREx D1 cells, calcium flux, dopamine EC80; active compounds read low | 360,000 tested, 3.2% active | AID 504652, 2011; in the data active = activity change below about -30%; note: % is set by controls: 0 for no effect and ±100 for the full control effect
#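 Cells carrying a force-coupled, tetracycline-inducible human D1 receptor report calcium flux. Each well gets a 10 s baseline, compound with 180 s monitoring, then an EC80 dopamine stimulus with a second 180 s kinetic read.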
# Vif-A3F inh – qHTS for Inhibitors of Vif-A3F Interactions: qHTS. Potency, µM (series often up to 46.1 µM), without a hit: at the top dose activity, negative = active. 390,000 tested, 0.2% active. AID 602313, 2012. HeLa A3F-eYFP + Vif (tagged APOBEC3F with the HIV-1 protein that degrades it), YFP fluorescence increase; note: potency is the fitted concentration of half-maximal effect; % of control where 0% means no effect; nearly all actives have a fitted effect of over 65% in size
#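 HeLa cells stably expressing A3F-eYFP plus Vif, plated and incubated overnight at 37 deg C, then exposed to compounds overnight at 37 deg C. Blocked degradation read as raised yellow fluorescence (Ex 488/Em 500-530).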
# D1 PAM – Potentiators of Human D1 Dopamine Receptor: qHTS. D(1A) dopamine receptor (Homo sapiens), P21728. HEK293 TREx D1 cells, calcium flux, dopamine EC20 potentiation. AID 504651, 2011. potentiation, % at 10 µM. 360,000 tested, 0.036% active; in the data active = potentiation above about 30%; note: 0% is about no effect
# GRP78 ERSR act – qHTS for Inducers of the Endoplasmic Reticulum Stress Response (ERSR) in Human Glioma: qHTS | U87-MG GRP78 promoter luciferase reporter, 16 h | 420,000 tested, 0.02% active | Potency, µM, inactives show top-dose activation, usual class: activators | AID 602332, 2012; note: potency is the fitted concentration of half-maximal effect; series mostly up to about 76 µM; % of control where 0% means no effect; nearly all actives have a fitted effect of over 35% in size
#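 ERSR induction read as luciferase luminescence (Bright-Glo, 10 min at room temperature) in stably transfected human U87-MG glioma cells exposed to compounds for 16 h, using GRP78 as sensor.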
# RXFP1 agonist – qHTS Assay for Agonists of the Relaxin Receptor RXFP1; Relaxin receptor 1 (Homo sapiens), Q9HBX9; HEK293T-RXFP1 cAMP TR-FRET, 30 min; response scale: percent of porcine relaxin response, buffer zero; Potency, µM (doses to about 57.5 µM), for inactives: top-dose activation, actives largely listed as activators; 370,000 tested, 0.3% active; AID 2676, 2010; note: potency is the fitted concentration of half-maximal effect; % is set by controls: 0 for no effect and ±100 for the full control effect; nearly all actives have a fitted effect of over 60% in size; many of its hits are not listed in these tables
#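 HEK293T cells stably expressing RXFP1 were pretreated with the PDE4 inhibitor Ro 20174, exposed to compounds for 30 min at 37C, lysed, and cAMP was read by TR-FRET. Data normalized to buffer (basal) and 29 nM porcine relaxin (100%).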
# * = called active by the depositor; u = inconclusive; x = not tested or not shown. Unless noted, calls come from the whole dose curve; as a rule, active = well fitted curve in the direction sought with a large enough effect; inconclusive = small, poorly fitted or top-dose-only effect, or another doubt; inactive = no such curve, though single readings can be large; an effect the other way counts as inactive or inconclusive. Not all compounds are listed (hit frequency here may not be typical).
Compound	D2 PAM	LDHA inh	Vif-A3G inh	D1 agonist	D1 antagonist	Vif-A3F inh	D1 PAM	GRP78 ERSR act	RXFP1 agonist
Fc1ccc(-n2cnnn2)c(F)c1	-2	-1	1%	2	0	-2%	1	-3%	0.2%
COc1cccc(CNC(=O)Cc2ccc(-n3c(=O)[nH]c4ccccc4c3=O)cc2)c1	2	-5	u	4	3	1%	-9	-3%	0.1%
CN1/C(=C\C(=O)CN2C(=O)NC3(CCCCCC3)C2=O)C(C)(C)c2ccccc21	8	-2	-7%	3	-4	3%	-1	-10%	-0.6%
CCN(C[C@H]1N[C@@](CC)(C(=O)OC)[C@H]2C(=O)N(C)C(=O)[C@@H]12)S(=O)(=O)c1ccccc1	x	0	4%	x	x	2%	x	-2%	x
COc1ccccc1CN1CC(=O)N2CSC[C@H]2C1=O	7	-15	-1%	-2	11	-1%	0	-4%	-1.0%
Cn1cc([N+](=O)[O-])c(C(=O)N2CCCCCC2)n1	0	-3	1%	5	7	-6%	-1	2%	0.2%
Cc1cc(C)n(-c2cc(C(=O)O)cc(C(=O)O)c2)n1	0	1	1%	3	-8	3%	-2	-3%	1.3%
CC(c1ccccc1F)n1cc(C(=O)NCCc2ccco2)nn1 (centres undefined)	0	-3	-21%	2	2	-10%	2	-2%	0.4%
Cc1cccc(NN=C2c3ccccc3-c3ccccc32)c1	-9	1	-5%	1	9	-20%	3	11%	4.7%
O=C(CCC1CCCC1)NNC(=O)c1cc2ccccc2cc1O	2	1	-4%	1	-2	2%	x	-5%	0.9%
O=C(Nc1ccc(O)cc1)c1ccc2c(c1)C(=O)N(Cc1cccnc1)C2=O	3	2	-1%	3	10	-3%	2	-3%	0.7%
Cc1ccccc1NC(=O)Cn1c(=O)n(CCCC(=O)NCc2ccc3c(c2)OCO3)c(=O)c2ccccc21	19	-8	0%	-1	-8	3%	1	-3%	7.4%
COc1ccccc1CNC(=O)CCCNC(=O)c1ccc(Cl)cc1	30*	-7	0%	-1	3	9%	4	0%	5.0%
CCOC(=O)C1CCN(c2nc3c(S(=O)(=O)c4ccccc4)nnn3c3ccsc23)CC1	4	-1	1%	5	2	-5%	-3	3%	22%
Cc1csc(=O)n1CC(=O)OCc1nnc(-c2ccc(Cl)cc2)o1	-6	2	0%	11	-2	2%	1	2%	1.9%
CCOC(=O)N1CCN(c2ccnc3cc(Cl)ccc23)CC1	3	7	-1%	7	-25	8%	-6	3%	2.3%
CCN1CCN(c2ccc(S(=O)(=O)N3CCOCC3)cc2NC(=O)/C=C/c2ccc(C)cc2)CC1	1	-7	-4%	1	20	-36%	-12	-2%	0.2%
CN(C)C(CNC(C(=O)Nc1ccc(F)cc1)c1ccccc1)c1ccccc1 (centres undefined)	-27	-6	-3%	12	-21	9%	-5	-2%	2.7%
COc1cccc2cc(C(=O)N3CCN(C45CC6CC(CC(C6)C4)C5)CC3)c(=O)oc12	x	-5	2%	6	7	0%	-4	-4%	2.6%
COC(=O)C1C2OC(C(Br)C2Br)C1C(=O)OC (centres undefined)	x	-2	1%	x	x	-3%	x	-6%	x
Cc1ccccc1N1CC(C(=O)Nc2nnc(SCc3cccnc3)s2)CC1=O (centres undefined)	-7	1	0%	1	4	7%	3	-5%	0.3%
Cc1ccc(CNC(=O)COC(=O)CCC(=O)c2cccs2)cc1	-8	0	0%	-4	-6	-1%	1	-7%	-0.3%
O=C(Nc1n[nH]c(C(F)(F)F)n1)c1cccs1	-6	-1	4%	1	3	-15%	0	1%	1.4%
Oc1cc(-c2ccccc2)c2ccccc2c1	-5	41	-10%	1	-9	-1%	-1	-1%	1.2%
C=CCn1c(=O)/c(=C\c2ccccn2)s/c1=C(/C#N)C(=O)NCC1CCCO1 (centres undefined)	13	12	0%	151*	-28	-23%	-5	3%	3.5%

# Arranged by length of the SMILES (rising): 3 of the compounds above
Compound	D2 PAM	LDHA inh	Vif-A3G inh	D1 agonist	D1 antagonist	Vif-A3F inh	D1 PAM	GRP78 ERSR act	RXFP1 agonist
O=C(Nc1n[nH]c(C(F)(F)F)n1)c1cccs1	-6	-1	4%	1	3	-15%	0	1%	1.4%
COc1ccccc1CN1CC(=O)N2CSC[C@H]2C1=O	7	-15	-1%	-2	11	-1%	0	-4%	-1.0%
COc1cccc2cc(C(=O)N3CCN(C45CC6CC(CC(C6)C4)C5)CC3)c(=O)oc12	x	-5	2%	6	7	0%	-4	-4%	2.6%

# The listing picks up, repeating the 5 entries before the break.
Compound	D2 PAM	LDHA inh	Vif-A3G inh	D1 agonist	D1 antagonist	Vif-A3F inh	D1 PAM	GRP78 ERSR act	RXFP1 agonist
Cc1ccccc1N1CC(C(=O)Nc2nnc(SCc3cccnc3)s2)CC1=O (centres undefined)	-7	1	0%	1	4	7%	3	-5%	0.3%
Cc1ccc(CNC(=O)COC(=O)CCC(=O)c2cccs2)cc1	-8	0	0%	-4	-6	-1%	1	-7%	-0.3%
O=C(Nc1n[nH]c(C(F)(F)F)n1)c1cccs1	-6	-1	4%	1	3	-15%	0	1%	1.4%
Oc1cc(-c2ccccc2)c2ccccc2c1	-5	41	-10%	1	-9	-1%	-1	-1%	1.2%
C=CCn1c(=O)/c(=C\c2ccccn2)s/c1=C(/C#N)C(=O)NCC1CCCO1 (centres undefined)	13	12	0%	151*	-28	-23%	-5	3%	3.5%
Cc1ccc(-c2nnn(CC(=O)N(Cc3ccccc3)C(C(=O)NC(C)(C)C)c3ccncc3)n2)o1 (centres undefined)	-8	-8	0%	2	2	-16%	-5	-6%	0.8%
Cc1nc2ccc(NC(=O)CS(=O)(=O)c3ccccc3)cc2s1	8	-2	1%	1	-2	-15%	-5	3%	0.1%
CCn1c2ccccc2c2cc(NC(=O)COC(=O)C3CCC(=O)N3)ccc21 (centres undefined)	-6	2	u	1	-18	-7%	-11	-5%	0.9%
CS(=O)(=O)NCCNc1cc(Cl)ccc1[N+](=O)[O-]	2	0	-6%	2	23	0%	3	-4%	-1.2%
O=C1CC(c2ccccc2)CC(O)=C1C=NCc1ccc(Cl)cc1 (centres undefined)	2	-20	-1%	1	-3	-1%	-8	0%	0.0%
CC1CCN(C(=O)CSc2nncn2C)CC1	-4	-6	1%	3	21	-3%	4	-1%	0.8%
COC(=O)CN1C(=O)[C@H]2[C@@H](/C=C/c3ccccc3)N3C(=O)CN(Cc4ccccc4)C(=O)[C@@]3(Cc3ccccc3)[C@H]2C1=O	-3	1	0%	2	12	-3%	-1	-3%	-0.7%
CCN(CC)c1ccc(C=Nc2cccc(S(=O)(=O)N3CCOCC3)c2)c(O)c1	x	25	0%	x	x	4%	x	-1%	x
O=C(c1cc2ccccc2cc1O)N1CCN(c2ccccc2O)CC1	-1	15	0%	1	4	0%	-9	1%	-0.3%
OCCCC1CCCCN1Cc1nc(Cc2ccccc2Cl)no1 (centres undefined)	0	2	-10%	3	-15	17%	-6	-5%	-0.1%
CCc1nnc(NC(=O)CSc2nnc(C)c(=O)n2N)s1	-2	-16	-1%	3	7	0%	-7	-4%	11%
CCC(=O)C(C#N)(c1ccc(OC)c(OC)c1)C(C)C (centres undefined)	8	-3	6%	-2	x	3%	-4	0%	0.5%
CC#CCc1cc2ccccc2c(=O)o1	9	1	-4%	0	15	-7%	9	-1%	3.5%
COCCNC(=O)/C(C#N)=C/c1ccc(OCc2ccc(F)cc2)cc1	1	-7	-4%	14	-17	7%	-14	9%	2.2%
CCOP(=O)(OCC)C(NC(=O)Nc1ccc(C)cc1)C(N)=O (centres undefined)	-10	-9	0%	1	10	u	4	-1%	0.4%
COc1ccc(NC(=S)Nc2cccc3ccccc23)cc1OC	7	3	-9%	5	-21	-5%	2	3%	-1.2%
CNC(=O)c1nnn(-c2ccccc2)c1C(=O)NC	-5	1	0%	2	0	0%	-5	-3%	0.0%
CCN(c1ccccc1)S(=O)(=O)c1ccc(Oc2ccc(C(C)=O)cc2OC)nc1	1	-1	3%	8	-4	-3%	-3	-5%	0.6%
CN(CCCC(=O)NC1CC(C)(C)NC(C)(C)C1)S(=O)(=O)c1ccc([N+](=O)[O-])cc1	0	2	0%	1	-1	-8%	2	-2%	0.6%
CC(C)NC(=O)/C(C#N)=C\c1ccc(N(C)C)c(Br)c1	1	-9	-2%	3	-5	-3%	-7	4%	6.2%
O=C(CCN1C(=O)/C(=C\c2ccccc2Cl)SC1=S)Nc1cccnc1	20	-1	-7%	7	3	-7%	0	1%	0.3%
O=C(OCC(=O)N1CCC(Cc2ccccc2)CC1)c1ccc(O)cc1	x	2	3%	x	x	5%	x	1%	x
CN1CCN(C(=O)c2cc3nc(-c4ccccc4)cc(C(F)(F)F)n3n2)CC1	-19	-2	1%	1	-11	7%	-6	-4%	3.6%

# Single records, as listed above. Values in the order: D2 PAM | LDHA inh | Vif-A3G inh | D1 agonist | D1 antagonist | Vif-A3F inh | D1 PAM | GRP78 ERSR act | RXFP1 agonist
# Listed for `COC(=O)CN1C(=O)[C@H]2[C@@H](/C=C/c3ccccc3)N3C(=O)CN(Cc4ccccc4)C(=O)[C@@]3(Cc3ccccc3)[C@H]2C1=O` : -3 | 1 | 0% | 2 | 12 | -3% | -1 | -3% | -0.7%
# Listed for `Cc1ccc(-c2nnn(CC(=O)N(Cc3ccccc3)C(C(=O)NC(C)(C)C)c3ccncc3)n2)o1` (centres undefined) : -8 | -8 | 0% | 2 | 2 | -16% | -5 | -6% | 0.8%
# Listed for `CC1CCN(C(=O)CSc2nncn2C)CC1` : -4 | -6 | 1% | 3 | 21 | -3% | 4 | -1% | 0.8%
